# High-throughput results (PubChem BioAssay)
# H9c2 TAG inh: triacylglycerol accumulation inhibition. inhibition, % at 12.5 µM. 230,000 tested, 0.66% active. AID 651582. H9c2 cells, Nile Red lipid (TAG) fluorescence; cells loaded with 200 µM oleic acid;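 active means pattern-corrected inhibition of lipid staining of at least 50% with the nuclear-stain viability signal not falling by more than 50%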;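 further: 0% = DMSO wells and 100% = triacsin C control wells; some results filed as inactive read as strong as hits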
# H9c2 TAG inh DAPI viability: further read-out of H9c2 TAG inh, marked with its call; DAPI nuclei signal change (viability), lower = more cytotoxic, %;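 whole-well DAPI fluorescence read on a plate reader as a viability signal; minus 50 percent equals half of cells still viable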
# The depositor's hits bear a star. The list is partial; the hit share may differ from the screen's.
# Start of the data: the first 6 entries (preview)
structure | H9c2 TAG inh | H9c2 TAG inh DAPI viability
CCCCC(=O)c1ccc(O)cc1O | 0.3 | 39.3
CCC(=O)Nc1nc(CC(=O)Nc2ccccc2)cs1 | 10.6 | -7.8
COc1cccc(NC(=O)CSc2nnc(-c3cc(-c4ccccn4)nc4ccccc34)o2)c1 | 49.0 | 0.9
CCOC1(NC(=O)c2ccccc2)C(C)=CC(=O)C=C1C | -15.7 | 7.6
CC(=NNc1nc2ccccc2o1)c1cc2ccccc2cn1 | -11.9 | -6.8
CCCCOc1cccc(C(=O)O)c1 | 3.9 | -7.1

# Results, previewed entries included:
structure | H9c2 TAG inh | H9c2 TAG inh DAPI viability
CCCCC(=O)c1ccc(O)cc1O | 0.3 | 39.3
CCC(=O)Nc1nc(CC(=O)Nc2ccccc2)cs1 | 10.6 | -7.8
COc1cccc(NC(=O)CSc2nnc(-c3cc(-c4ccccn4)nc4ccccc34)o2)c1 | 49.0 | 0.9
CCOC1(NC(=O)c2ccccc2)C(C)=CC(=O)C=C1C | -15.7 | 7.6
CC(=NNc1nc2ccccc2o1)c1cc2ccccc2cn1 | -11.9 | -6.8
CCCCOc1cccc(C(=O)O)c1 | 3.9 | -7.1
CNC(=O)c1oc(-c2ccc(Cl)cc2)nc1C | 8.9 | -0.7
Cc1c(C(=O)N2CCC2)oc2c(F)cccc12 | 0.4 | 8.2
COc1ccc(-c2csc(NC(=O)c3cccc(N4C(=O)CCC4=O)c3)n2)cc1OC | 8.0 | 1.7
O=C(NCC1CCCN(Cc2ccccc2F)C1)c1cccc(C(F)(F)F)c1 (stereo unspecified) | -0.5 | 0.8
O=c1nc2n(CCO)c3ccccc3cc-2c(=O)[nH]1 | -5.8 | 6.5
CCOC(=O)C1Oc2ccccc2C(c2ccc(F)cc2)=C1C(=O)OC (stereo unspecified) | -10.9 | 2.3
CC1(C)CC(=O)C2=C(C1)N(Cc1ccco1)C(=O)C2(O)C(F)(F)F (stereo unspecified) | 1.2 | 22.0
O=c1ccn(Cc2ccccc2)cc1 | 5.3 | -8.8
Cc1nc2c(oc3ccc(Cl)cc32)c(=O)[nH]1 | 0.9 | -1.2
CCCn1c(SCC(=O)NCc2ccco2)nnc1-c1ccncc1 | -1.4 | 7.8
Cc1ccc(-c2c(C#N)c(N)n(-c3ccc(Cl)cc3)c(=O)c2C#N)cc1 | 2.9 | 1.9
O=S1(=O)CCO[C@H]2Cc3ccccc3[C@H]2N1Cc1ccc(Cl)cc1 | 10.4 | 7.8
Cc1onc(-c2ccccc2)c1C(=O)Nc1cccc(S(=O)(=O)NC2=NCCC2)c1 | 2.2 | -3.9
O=C(COC(=O)c1cccnc1Cl)c1ccc(F)cc1 | -19.5 | 16.5
CC(=O)c1ccc(Nc2nc(C(N)C3CCCCC3)cs2)cc1 (stereo unspecified) | 14.2 | 34.5
Cc1ccc(S(=O)(=O)CC(=O)Nc2ccc(Cl)cn2)cc1 | 9.0 | -6.7
O=C(COC(=O)CC1CCCC1)Nc1ccc(Cl)cn1 | -6.6 | -2.5
Cc1ccc(CCNc2ccccc2C)cn1 | 2.2 | -2.7
CCOC(=O)CSc1nc(N)cc(=O)[nH]1 | -3.3 | -4.8
Cc1ccc(NC(=O)CN(C)C(=O)COC(=O)C2=COCCO2)cc1 | 5.5 | -6.7
CCCCCCN=CC1=C(O)CC(C)(C)CC1=O | 10.3 | -2.6
O=C(CCC(=O)NNc1nc2ccccc2c2nc(-c3ccccc3)nn12)NCCCN1CCOCC1 | -5.9 | 4.9
COc1ccc(C2=NN(CN3C(=O)C(=O)c4ccccc43)C(c3ccc(C)cc3)C2)cc1 (stereo unspecified) | -153.5 | 19.6
CC(=O)c1ccc(Nc2nc(CN)cs2)cc1 | -3.2 | 16.4
Cc1occc1-c1nc(-c2ccccn2)no1 | -6.2 | 5.5
O=C(CSc1nnc(-c2ccccc2F)o1)NC1CC1 | 13.9 | -1.7
Cc1nc2cc(NC(=O)N3CCCC3)ccc2n1C | 9.4 | -2.4
CCOC(=O)C1CCN(C(=O)C2CCCN(S(=O)(=O)c3ccc(OCC)c(Cl)c3)C2)CC1 (stereo unspecified) | -26.3 | -5.0
CCCC1O[C@@H]2C[C@H]3[C@@H]4CCC5=CC(=O)C=C[C@]5(C)[C@H]4[C@@H](O)C[C@]3(C)[C@]2(C(=O)CO)O1 (stereo partly specified) | 66.3* | 23.5*
O=C(Nc1ccc2nc(C(F)(F)F)[nH]c2c1)[C@@H]1O[C@H](CO)[C@@H](O)[C@H]1O | -4.4 | 2.3
COc1cc(C)ccc1OCCCCN1CC(C)OC(C)C1 (stereo unspecified) | 5.2 | -0.4
Cc1cc(Nc2ccccc2)cc(=O)n1C | 5.5 | 7.1
COc1ccc([N+](=O)[O-])cc1C(=O)NC1CCN(Cc2ccccc2)CC1 | 0.4 | 2.4
Cc1cccc(CN2C(=O)c3ccccc3Sc3ccc(C(=O)O)cc32)c1 | -3.3 | -4.0
CCCOC(=O)c1cccc(NC(=O)C(C)(C)C)c1 | 35.4 | -3.7
Fc1ccccc1C(c1nnnn1C1CCCC1)N1CCN(Cc2ccccc2)CC1 (stereo unspecified) | -54.0 | 7.0
CCCCCCn1cc(C(=O)OCC)c(=O)c2cc(F)c(F)cc21 | 1.1 | 6.5
N#C/C(=C\c1ccc(C(=O)O)cc1)c1nc2sc3c(c2c(=O)[nH]1)CCCC3 | -3.3 | -0.8
CCOc1ccc(NC(=O)CSc2nc3ccsc3c(=O)n2CCCCCC(=O)O)cc1 | -7.7 | 6.4
COc1ccccc1CNC(=O)COC(=O)c1ccc(C)s1 | -1.7 | 2.8
COc1ccc(C(=O)OCC(=O)NC2CC2)cc1F | -4.2 | -6.5
COCCn1c(NC(=S)NC(=O)C23CC4CC(CC(C4)C2)C3)cc(=O)[nH]c1=O | -2.9 | 8.9
Cc1cccc2sc(NC(=O)CCNC(=O)c3ccco3)nc12 | 27.4 | -8.0
Cc1ccccc1OCCC(=O)OCC(=O)Nc1ccc(C)c(S(=O)(=O)N2CCCCC2)c1 | 4.9 | -2.7
CN1CCN(c2ccc(Cl)cc2NC(=O)c2nn(-c3ccccc3)c(=O)c3ccccc23)CC1 | 52.0* | -7.4*
CC1CCCN(S(=O)(=O)c2ccc(C(=O)Nc3nnc(C4CC4)o3)cc2)C1 (stereo unspecified) | 9.7 | -5.8
Cc1nc2c(nnn2Cc2ccccc2Cl)c(=O)[nH]1 | 2.0 | -7.7
CC(/C=N/NC(=O)c1ccc(Cn2cc([N+](=O)[O-])cn2)o1)=C\c1ccccc1 | 21.6 | -3.3
O=C(CN1C2=NCCCN2c2ccccc21)c1ccc(Br)s1 | 19.9 | 6.2
Cn1c(=O)[nH]c(=O)c2c1nc(CN1CCN(c3ccccc3F)CC1)n2CCc1ccccc1 | 16.7 | -10.5
Cn1cccc1Cc1nnc(SCC(=O)Nc2ccccc2F)n1CCc1ccccc1 | 3.2 | -9.2
O=C1c2ccccc2C(Nc2ccc(Cl)cn2)N1Cc1ccccc1 (stereo unspecified) | -11.0 | 6.2
CCCCNC(=O)CSc1nc2ccc(C)cc2[nH]1 | 6.2 | -1.0
CCOC(=O)N1N=C(c2ccccc2)CC1(O)C(C)(F)F (stereo unspecified) | -1.7 | 0.9

# (listing goes on)
structure | H9c2 TAG inh | H9c2 TAG inh DAPI viability
CCC(Sc1ccc(Cl)cc1)C(=O)Nc1nnc(-c2cccc([N+](=O)[O-])c2)s1 (stereo unspecified) | 2.5 | 4.0
CCC(O)(CCN1CCCCC1)c1ccccc1 (stereo unspecified) | -6.9 | 6.1
CN1CCN(CCCNC(=O)c2ccc(Cn3c(=S)[nH]c4ccc(Br)cc4c3=O)cc2)CC1 | 13.8 | -11.1
COC(=O)c1ccc(C(c2c(N)n(Cc3ccccc3)c(=O)n(C)c2=O)N2CCOCC2)cc1 (stereo unspecified) | 4.4 | 4.7
Cc1nc(N2CCOCC2)c2c(C)c(C(=O)Nc3ccc(F)cc3F)sc2n1 | -3.8 | 2.8
COc1ccc(C2=CC(=O)CC(c3ccc(F)cc3)C2)cc1 (stereo unspecified) | 2.5 | 6.1
O=C(CN1CCCCC1)NCCNC(=O)CN1CCCCC1 | -0.4 | -0.2
Cc1ccc(C)c(NC(=S)NNC(=S)Nc2ccc(C(C)C)cc2)c1 | -48.2 | 10.1
C=CCN(C(=O)C1CC(=O)N(C2CCCC2)C1)c1nc(-c2ccc(S(C)(=O)=O)cc2)cs1 (stereo unspecified) | 1.4 | -3.7
COc1cc(NC(=O)c2ccc(COCC(F)(F)F)cc2)cc(OC)c1OC | -4.5 | 1.7
CC(C)(C)NC(=O)COC(=O)Cc1ccc(Cl)cc1 | 11.2 | 11.3
Cc1cccc(-c2n[nH]c(S(C)(=O)=O)c2C#N)c1 | -11.0 | 5.9
CC(=O)c1sc(NC(=O)c2cc(S(=O)(=O)N3CCOCC3)ccc2F)nc1C | 17.2 | -4.8
CCC(CC)c1nnc(NC(=O)c2cccnc2SC)s1 | 18.3 | -2.9
COc1ccc(NC(=O)c2cc(S(=O)(=O)N3CCCCC3)c[nH]2)cc1Cl | -14.0 | -1.6
CCN(CC(=O)Nc1c(F)cccc1F)C(=O)Cn1c(=O)cnc2ccccc21 | 5.9 | -4.5
CC(C)Cn1[nH]c2c3c(ccc2c1=O)C(=O)c1ccccc1C3=O | 9.3 | -2.5
Cn1c2ccc(F)cc2c2ncn(CCN3CCOCC3)c(=O)c21 | 2.4 | -16.4
O=C(Nc1ccccc1)C1C2CCC3C(CCC21)C3(Cl)Cl (stereo unspecified) | -5.7 | 4.9
Fc1ccccc1COc1ccc(Br)cc1CNCC1CCCO1 (stereo unspecified) | -4.7 | 20.7

# (continued)
SMILES	H9c2 TAG inh	H9c2 TAG inh DAPI viability
COCCNC(=O)CN(C(=O)CCC(=O)Nc1ccccn1)c1ccc(C)cc1	-1.2	-6.5
CCN1CCN(C(c2cccs2)C(C)NS(=O)(=O)c2ccc(C)cc2)CC1 (stereo unspecified)	-2.7	-4.5
CCOC(=O)N1CCN(C(=O)c2cc(COc3cccc(C(F)(F)F)c3)on2)CC1	-20.9	0.8
O=C(CSc1nccc(=O)[nH]1)Nc1cccc(S(=O)(=O)N2CCOCC2)c1	-3.0	36.4
Fc1ccc(C(CCCn2nnc(-c3cccnc3)n2)c2ccc(F)cc2)cc1	-9.2	6.5
CC(C)(C)NC(=O)C1Cc2ccccc2CN1 (stereo unspecified)	-7.1	-0.9
COC(=O)CN1C(=O)[C@@H]2[C@H](C1=O)[C@@H]1CC(C(=O)OC)=C[C@@H](C(=O)OC)[C@@H]3C1=C(C(=O)[C@@]3(C)NC(=O)c1ccccc1)[C@@H]2C	12.9	0.1
O=C(CSc1nnc(CNC(=O)c2c(F)cccc2Cl)o1)Nc1ccc2c(c1)OCCO2	-7.8	-8.3
Nc1cc(N)nc(SCC(=O)NCc2ccco2)n1	5.1	-9.0
C=CCN1C(=O)c2ccc(C(=O)N3CCN(S(=O)(=O)c4ccccc4Br)CC3)cc2C1=O	-26.8	-5.7
CCCC(C)C(=O)Nc1ccccc1C(=O)OCC (stereo unspecified)	-1.9	3.6
CCn1cc(S(=O)(=O)Nc2nc3ccc(OC)cc3s2)cn1	-13.5	9.4
CC(CCc1ccccc1)NC(=O)/C=C/c1ccccc1 (stereo unspecified)	2.3	-14.3
Cc1ccc(F)cc1C(=O)N1CCCCC1c1cc(C(=O)Nc2cccc(C#N)c2)no1 (stereo unspecified)	5.3	7.8
Cc1cc(C)cc(OCC(=O)N(C)CC(=O)Nc2ccc(Cl)c(C(F)(F)F)c2)c1	3.7	1.2
Cc1c(CN(C)C)c2c(n1Cc1ccccc1)C(=O)c1ccccc1-2	2.9	-8.9
Cc1cccc(-n2ncc(C#N)c2N)c1	11.8	-5.4
CCCCn1c(N)c(N(C)C(=O)C2CCCC2)c(=O)[nH]c1=O	11.2	2.7
C=CCn1c(SCCN2CCOCC2)nc2c1c(=O)[nH]c(=O)n2C	10.2	-8.2
O=C(Nc1ccccc1F)N(Cc1ccc(F)cc1)Cc1nc2ccccc2c(=O)[nH]1	6.8	-4.3
CC(C(=O)NCC1CCCCC1)N1CCN(S(=O)(=O)c2cccs2)CC1 (stereo unspecified)	4.4	-0.2
CC(=O)c1ccccc1NC(=O)c1cc(S(=O)(=O)N2CCOCC2)ccc1N1CCCC1	-19.3	0.4
COc1cccc(OC)c1C(=O)N1CCN(Cc2c[nH]c3ccccc23)CC1	9.0	-3.8
O=[N+]([O-])c1cc(C(F)(F)F)cc([N+](=O)[O-])c1NCCCN1CCOCC1	-4.0	-9.2
COc1c(C)cc(C(O)c2ncc(-c3ccccc3F)[nH]2)cc1C (stereo unspecified)	-7.0	-8.0
COc1ccc(Cc2nnc(SCC(=O)c3c(N)n(C4CC4)c(=O)[nH]c3=O)o2)cc1	-40.8	6.8
O=C(NCC1CCCN1S(=O)(=O)c1cccs1)C(=O)Nc1ccccc1Cl (stereo unspecified)	-2.2	1.4
Cc1cccc(OCc2nnc(SCC(=O)c3ccccc3)o2)c1	15.1	-3.1
CCCCN1CC(COCc2ccccc2)Oc2cccc(Oc3ccc(C(C)C)cc3)c2S1(=O)=O (stereo unspecified)	-19.1	5.8
c1ccc([C@H]2CN3C(=N2)Sc2ccccc23)cc1	2.0	-7.7
O=C(COC(=O)c1cccc(S(=O)(=O)N2CCOCC2)c1)NCc1ccc2c(c1)OCO2	8.3	2.0
CCC(CC)NC(=O)c1oc2ccccc2c1COc1ccccc1	34.4	-11.9
CCN(CC)C(c1ccc(C)cc1)c1nnnn1C1CCCCC1 (stereo unspecified)	-6.8	-0.9

# One compound at a time, from the list above.
# Shown for O=C(COC(=O)c1cccc(S(=O)(=O)N2CCOCC2)c1)NCc1ccc2c(c1)OCO2 → H9c2 TAG inh: 8.3; H9c2 TAG inh DAPI viability: 2.0
# Shown for Cn1cccc1Cc1nnc(SCC(=O)Nc2ccccc2F)n1CCc1ccccc1 → H9c2 TAG inh: 3.2; H9c2 TAG inh DAPI viability: -9.2
